Source: PubChem
IDE inh: inhibitors of human insulin-degrading enzyme in cells | inhibition, % at 5.59 µM | AID 434962 | P14735 | HEK cells, FAbetaB cleavage, fluorescence polarization | hit rate 0.41% among 320,000;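 active = percent inhibition above the average of all tested compounds plus 3 SD, set per screening campaign, cut at about 16% in these data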;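 also: IDE supplied by intact live HEK cells; FP after avidin binding of uncleaved biotin substrate so inhibition keeps polarization high; 0% = DMSO wells and 100% = 60 µM reference IDE inhibitor Ii1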
Target sequence (P14735 whole entry, looked up): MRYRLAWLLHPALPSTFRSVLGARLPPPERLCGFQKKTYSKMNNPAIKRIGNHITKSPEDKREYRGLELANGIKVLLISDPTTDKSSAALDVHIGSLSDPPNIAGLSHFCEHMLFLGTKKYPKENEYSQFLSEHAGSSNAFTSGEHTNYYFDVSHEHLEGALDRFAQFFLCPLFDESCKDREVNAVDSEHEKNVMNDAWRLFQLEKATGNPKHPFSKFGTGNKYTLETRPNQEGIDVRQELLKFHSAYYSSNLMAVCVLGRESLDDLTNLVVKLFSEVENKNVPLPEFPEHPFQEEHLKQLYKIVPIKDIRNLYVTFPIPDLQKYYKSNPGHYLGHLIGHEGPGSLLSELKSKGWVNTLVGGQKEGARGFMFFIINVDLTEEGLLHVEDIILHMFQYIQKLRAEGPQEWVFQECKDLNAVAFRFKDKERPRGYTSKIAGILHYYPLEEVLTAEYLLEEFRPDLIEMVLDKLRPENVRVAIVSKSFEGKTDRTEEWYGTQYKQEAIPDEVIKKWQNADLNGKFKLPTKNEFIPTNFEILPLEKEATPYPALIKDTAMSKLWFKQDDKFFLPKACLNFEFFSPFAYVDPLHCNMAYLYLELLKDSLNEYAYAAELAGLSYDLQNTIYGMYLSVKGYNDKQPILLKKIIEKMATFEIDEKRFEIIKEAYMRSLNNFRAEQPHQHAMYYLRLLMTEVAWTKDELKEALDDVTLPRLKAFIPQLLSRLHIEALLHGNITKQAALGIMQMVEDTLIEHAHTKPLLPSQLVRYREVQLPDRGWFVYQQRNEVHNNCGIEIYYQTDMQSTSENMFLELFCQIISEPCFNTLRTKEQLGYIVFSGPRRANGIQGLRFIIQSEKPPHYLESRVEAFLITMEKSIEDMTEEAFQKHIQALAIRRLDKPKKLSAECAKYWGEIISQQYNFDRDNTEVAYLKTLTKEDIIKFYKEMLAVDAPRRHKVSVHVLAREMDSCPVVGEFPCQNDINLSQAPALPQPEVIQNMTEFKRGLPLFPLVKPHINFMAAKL
IDE act: boosts human insulin-degrading enzyme activity in HEK cells | activation, % at 5.96 µM | hit rate 0.073% among 340,000 | P14735 | FAbeta-B cleavage, fluorescence polarization; 0% vehicle, 100% cell-free pure enzyme wells | AID 493087;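 active = activation above the mean of all tested compounds plus 3 SD, set per screening campaign, cut at about 17% in these data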
* marks the source's active call; other numbers are inactive results. This is a subset (hit frequency here may not be typical).

IDE inh	IDE act	SMILES
1	1	C[C@@H]1COC(=O)[C@H](CC(=O)OC(C)(C)C)C/C=C\C[C@@H](CC(=O)N(CCO)Cc2ccccc2)C(=O)N1
-5	5	O=C(CNC(=O)C12CC3CC(CC(C3)C1)C2)OCc1ccc(F)cc1Cl
0	-2	O=C(OCC(=O)N1CCc2ccccc21)c1ccc([N+](=O)[O-])o1
10	6	O=C1CC2(CCN(C(=O)COc3ccc(Cl)cc3)CC2)Oc2ccccc21
0	-1	CC(=O)c1ccc(N2CCN(C(=O)c3cc(S(=O)(=O)N4CCOCC4)ccc3C)CC2)cc1
0	0	CC(=O)Nc1ccc(C(=O)OCC(=O)N2CCCC2=O)cc1
4	5	C[C@H]1NC(=O)[C@@]2(C)[C@H](c3ccccc3)[C@H]3COc4ccccc4[C@@H]3N2C1=O
-1	3	O=C(O)c1cc(O)c2c(c1)[C@@H]([C@H]1c3cc(C(=O)O)cc(O)c3C(=O)c3c(O[C@@H]4O[C@H](CO)[C@@H](O)[C@H](O)[C@H]4O)cccc31)c1cccc(OC3O[C@H](CO)[C@@H](O)[C@H](O)[C@H]3O)c1C2=O (stereo partly drawn)
7	5	CN(CC(=O)Nc1ccc(F)cc1)C(=O)COC(=O)Cc1c(F)cccc1Cl
-4	3	O=C(CN1C(=O)c2ccccc2C1=O)OCC(=O)c1ccc(F)cc1
-2	6	CN(Cc1nc2ccccc2c(=O)[nH]1)C(=O)c1cccc(S(=O)(=O)N2CCCCCC2)c1
-2	4	O=C(c1cc(C2CC2)nn1-c1ccccc1)N1CCN(c2ncc(C(F)(F)F)cc2Cl)CC1
9	2	C=CC[C@@H](CC(=O)OC(C)(C)C)C(=O)OC[C@@H]1CCCN1C(=O)[C@@H](CC=C)CC(=O)N[C@H](CO)Cc1ccccc1
0	2	COc1cc(OC)c(OC)cc1CNC(=O)c1ccc(S(=O)(=O)N2CC(C)OC(C)C2)cc1 (stereo not drawn)
4	1	C=CCn1c(SCC(=O)c2ccc(O)c(O)c2)nnc1-c1ccc(C)cc1
-2	0	COC(=O)c1c(-c2ccccc2OC)sc2ccccc12
0	0	CN(C)C1=NCCN1CCCC1CCCCC1
1	3	Cn1c(=O)c2nc(-c3ccccc3)c(-c3ccccc3)nc2n(C)c1=O
2	2	COc1ccc(F)cc1C1=CC(=O)C[C@H](c2ccc3c(c2)OCO3)C1
2	2	O=C(NC(CO)(CO)CO)[C@@H]1CCCN1S(=O)(=O)c1cccc2cccnc12
3	5	Nc1ncnc2c1ncn2C1CCCO1 (stereo not drawn)
3	3	COc1ccc(NC(=O)c2cc(C)nc3ccccc23)cc1S(=O)(=O)N1CCOCC1
-2	-2	O=C(NNC(=O)C1CCC1)c1ccccc1F
-3	1	COc1ncnc2c1ncn2CC1COC(C)(C)O1 (stereo not drawn)
-2	3	Cc1ccccc1NC(=O)COC(=O)c1cc(S(=O)(=O)N2CCOCC2)ccc1C
1	-1	CCN(C[C@H]1N[C@@](C)(C(=O)OC)[C@H]2C(=O)N(C)C(=O)[C@@H]12)C(C)=O
-4	5	COc1ccc(NC(=O)CN(C)CC(=O)c2c(C)[nH]c3ccccc23)cc1
2	-3	COc1ccc(CCNC(=O)COC(=O)c2cc(S(=O)(=O)N3CCOCC3)ccc2C)cc1OC
0	-2	CCCN(CC(=O)Nc1ccccc1C)C(=O)c1ccc2ccccc2n1
3	2	COc1ccccc1CNC(=O)CN1C(=O)NC2(CCCc3ccccc32)C1=O (stereo not drawn)

An excerpt of these results, with bars between the fields.
Compound | IDE inh | IDE act
Nc1ncnc2c1ncn2C1CCCO1 (stereo not drawn) | 3 | 5
COc1ccc(F)cc1C1=CC(=O)C[C@H](c2ccc3c(c2)OCO3)C1 | 2 | 2
O=C(CNC(=O)C12CC3CC(CC(C3)C1)C2)OCc1ccc(F)cc1Cl | -5 | 5
CC(=O)Nc1ccc(C(=O)OCC(=O)N2CCCC2=O)cc1 | 0 | 0
COc1cc(OC)c(OC)cc1CNC(=O)c1ccc(S(=O)(=O)N2CC(C)OC(C)C2)cc1 (stereo not drawn) | 0 | 2

Going on with the list.
IDE inh	IDE act	SMILES
-1	1	CN(c1ccccc1)S(=O)(=O)c1ccc(NC(=O)c2ccccc2C(=O)O)cc1
5	3	CCN(CC)C(=O)c1cccc(NC(=O)C2=COCCO2)c1
1	-4	COc1ccc(CCNC(=O)c2cccc(C(=O)NCCc3ccc(OC)cc3)n2)cc1
0	4	Cc1ccccc1CCNC(=O)c1ccc(Cl)c(S(=O)(=O)N2CC(C)OC(C)C2)c1 (stereo not drawn)
-9	2	Cc1ccc(C)c(S(=O)(=O)N2CCN(C(=O)Cn3c(=O)cnc4ccccc43)CC2)c1
0	1	CCc1ccc(Nc2nnc(SCC(=O)c3c(N)n(C4CC4)c(=O)[nH]c3=O)s2)cc1
7	4	COc1ccc(NS(=O)(=O)c2cc(NC(=O)CCNC(C)=O)ccc2N2CCCCC2)cc1
2	1	Cc1noc(C)c1S(=O)(=O)N(C)C[C@H]1Oc2c(NS(=O)(=O)c3cn(C)cn3)cccc2C(=O)N([C@H](C)CO)C[C@@H]1C
0	5	O=C(c1ccc(-n2cncn2)c([N+](=O)[O-])c1)N1CCN(S(=O)(=O)c2ccccc2Br)CC1
-2	2	COC(=O)c1ccccc1S(=O)(=O)N1CCC(C(=O)OCc2cccc(OC)c2OC)CC1
0	2	Cc1ccc(C2(c3ccccc3)NC(=O)N(CC(=O)NCc3ccco3)C2=O)cc1C (stereo not drawn)
9	2	COc1ccc(S(=O)(=O)N2CCc3ccccc32)cc1C(=O)NC1(C)CCS(=O)(=O)C1 (stereo not drawn)
9	-1	O=C(Nc1ccc(S(=O)(=O)N2CCCCC2)cc1)C1CC(=O)N(Cc2ccccc2)C1 (stereo not drawn)
11	5	O=[N+]([O-])c1ccc2c3n([n+]([O-])c2c1)CCN=C3c1ccc(Cl)cc1
5	1	N#Cc1ccc(C(=O)NC(=S)NC2CCCCC2)cc1
1	4	NC(=O)c1ccc(-c2noc(-c3cccc(Cl)c3)n2)cc1
-8	-1	CCN(c1ccccc1)S(=O)(=O)c1ccc(NN)nc1
0	8	CCN(CC)CCn1c2c(c(SCC(=O)Nc3cc(OC)cc(OC)c3)nc1=O)CCC2
8	-1	COc1ccccc1C1=CC(=O)C[C@H](c2ccc3c(c2)OCO3)C1
4	-1	CC(OC(=O)CN1C(=O)c2ccccc2C1=O)C(=O)N(C)c1ccccc1 (stereo not drawn)
0	2	CN(Cc1cnn(Cc2ccccc2)c1)C(=O)c1cccc(S(=O)(=O)N2CCOCC2)c1
3	2	O=C(COC(=O)CCCN=C1NS(=O)(=O)c2ccccc21)NNC(=O)c1ccccc1
-1	1	Nc1nc(N)nc(Cc2ccccc2O)n1
6	4	CCCCn1c(N)c(N(CCC(C)C)C(=O)C2CC(=O)N(Cc3ccc(C)cc3)C2)c(=O)[nH]c1=O (stereo not drawn)
5	6	COC(=O)Cc1coc2cc(OC)ccc12
0	1	COc1ccc(-c2ccc3c(c2)S(=O)(=O)c2cccc(C(=O)NC4CCCC4)c2C3=O)cc1OC
3	14	CCN(Cc1ccccc1)S(=O)(=O)c1ccc(C(=O)N(CCCN(C)C)c2nc3c(C)c(C)ccc3s2)cc1
1	-2	O=C(Nc1cc(S(=O)(=O)N2CCOCC2)ccc1OCC(F)(F)F)c1ccc(N2CCCC2=O)cc1
4	7	Cc1c(NC(=O)c2cc(-c3ccc(F)cc3)nc3ccccc23)c(=O)n(-c2ccccc2)n1C
-9	-4	COC(=O)C1CSC2c3ccccc3C(=O)N12 (stereo not drawn)

Structural class: the compounds so far with a nitro group on carbon (3)
IDE inh	IDE act	SMILES
0	-2	O=C(OCC(=O)N1CCc2ccccc21)c1ccc([N+](=O)[O-])o1
0	5	O=C(c1ccc(-n2cncn2)c([N+](=O)[O-])c1)N1CCN(S(=O)(=O)c2ccccc2Br)CC1
11	5	O=[N+]([O-])c1ccc2c3n([n+]([O-])c2c1)CCN=C3c1ccc(Cl)cc1

Next entries follow:
IDE inh	IDE act	SMILES
-1	1	Cc1c(NS(=O)(=O)c2cc(C(=O)N3CCCC(C)C3)ccc2Cl)c(=O)n(-c2ccccc2)n1C (stereo not drawn)
1	1	CC(C)(Oc1ccc(Cl)cc1)C(=O)NCc1n[nH]c(=O)c2ccccc12
6	3	O=C(c1ccc(Cl)c(S(=O)(=O)N2CCOCC2)c1)N1CCc2ccccc2C1
2	4	CCCCn1c(N)c(N(CC(C)C)C(=O)C2CC(=O)N(c3ccc(CC)cc3)C2)c(=O)[nH]c1=O (stereo not drawn)
-3	-1	COc1ccc(S(=O)(=O)N2CCN(C(=O)c3cc(C)on3)CC2)cc1
-5	-2	O=C(CCNC(=O)c1ccc([N+](=O)[O-])cc1)Oc1ccc(F)c(F)c1
2	4	O=[N+]([O-])c1ccc(S(=O)(=O)Nc2cccc(-c3ccc(N4CCCC4)nn3)c2)cc1
5	-2	O=C1C=C(c2cccc(CO)c2)C[C@@H](c2ccc(Cl)cc2)C1
-2	-2	CC(C)C(NC(=O)CCNC(=O)c1ccc([N+](=O)[O-])cc1)c1nc2ccccc2[nH]1 (stereo not drawn)
1	3	CCOC(=O)c1nn(-c2ccccc2)c(=O)cc1OCC(=O)Nc1cccc(OC)c1
1	2	COc1cccc(NC(=O)CN(C)C(=O)c2csc3c2CCCC3)c1
1	1	COc1cccc(CN(C)C(=O)c2ccccc2SCC(=O)N2CCCC2)c1
0	3	Cc1ccc(NC(=O)CN(C)C(=O)c2cc(-c3cccs3)nn2-c2ccccc2)cc1
4	-3	Cc1ccc(NC(=O)c2cccc(C(F)(F)F)c2)cc1NC(=O)c1[nH]cnc1C(N)=O
-4	6	C[C@@H]1O[C@@H](OC[C@@H]2O[C@H](Oc3c(-c4ccc(O)cc4)oc4cc(O)cc(O)c4c3=O)[C@@H](O)[C@H](O)[C@H]2O)[C@H](O)[C@H](O)[C@H]1O
-3	0	CCOc1ccccc1C(=O)NCC(=O)NCC(C)(C)N1CCOCC1
4	0	CCCOc1ccccc1OCC(=O)N1CCN(S(=O)(=O)c2ccc(Cl)cc2)CC1
6	7	Nc1cc(=O)[nH]c(SCC(=O)Nc2cc(S(=O)(=O)N3CCCCCC3)ccc2Cl)n1
5	3	O=C1NCCOC(=O)[C@H](Cc2ccc(F)cc2)C/C=C\C[C@@H]1CC(=O)N(CCO)Cc1ccccc1
4	4	O=C(CSc1nncs1)NCCNC(=O)CSc1nncs1
1	1	CC1CCc2c(sc(NC(=O)CCc3nc4ccccc4c(=O)[nH]3)c2C#N)C1 (stereo not drawn)
4	4	CN(CC(=O)Nc1ccc(F)cc1)C(=O)c1cccc(NS(=O)(=O)c2ccccc2)c1
1	-6	COc1ccc(C(=O)OCC(=O)Nc2ccc3[nH]c(=O)[nH]c3c2)cc1
1	6	CC(=O)Nc1ccc(NC(=O)C(C)OC(=O)CCCc2c[nH]c3ccccc23)cc1 (stereo not drawn)
6	-4	CN1CCN(S(=O)(=O)c2cccc(C(=O)Nc3sccc3C#N)c2)CC1
-6	4	CCN1CCN(S(=O)(=O)c2ccc(Cl)c(C(=O)N(C)Cc3ccc(F)cc3)c2)CC1
0	1	COc1cc(-c2nnc(NC(=O)CS(=O)(=O)c3ccc(F)cc3)o2)cc(OC)c1OC
-2	5	Cc1ccnc(NC(=O)c2cccc(S(=O)(=O)N3CCN(c4ccc(F)cc4)CC3)c2)c1
-2	5	CCCCN(C(=O)c1c(CC)noc1C)c1c(N)n(CC(C)C)c(=O)[nH]c1=O
4	10	N#CC1(CCCN2CCCCC2)c2ccccc2CCc2ccccc21
3	-1	OC[C@H]1O[C@H](OCCc2ccc(O)cc2)[C@H](O)[C@@H](O)[C@@H]1O
1	3	CN1CCN(c2ccc(S(=O)(=O)N3CCCCC3)cc2NC(=O)COc2ccc([N+](=O)[O-])cc2)CC1
0	4	O=C(CN1CCN(C(=O)C2CC2)CC1)Nc1cc(C(F)(F)F)cc(C(F)(F)F)c1
7	4	COc1ccc2c(c1)[C@H]1[C@H](CO2)[C@H](c2ccccc2)[C@]2(C)C(=O)N(CC3CCCO3)CC(=O)N12 (stereo partly drawn)
0	1	Cc1[nH]c2ccccc2c1C(=O)C(C)Sc1nnc(C2CC2)o1 (stereo not drawn)
1	3	Cc1ccc(C)c(NC(=O)C(OC(=O)c2ccc(NC(=O)CC#N)cc2)c2ccccc2)c1 (stereo not drawn)
2	0	O=C(COC(=O)[C@@H]1CC(O)CN1S(=O)(=O)c1ccc(Cl)cc1)NC(=O)NCc1ccccc1 (stereo partly drawn)
1	1	N#CCCN(C(=O)COC(=O)C12CC3CC(CC(O)(C3)C1)C2)c1ccc(F)cc1
0	3	CCN(Cc1ccc2c(c1)OCCO2)C(=O)CN1C(=O)NC2(CCc3ccccc32)C1=O (stereo not drawn)
-4	3	Brc1cnc2ccccc2c1N1CCCCC1

In a second layout: results already given.
The line under a structure holds: IDE inh | IDE act
C=CCn1c(SCC(=O)c2ccc(O)c(O)c2)nnc1-c1ccc(C)cc1
→ 4 | 1
O=C(c1cc(C2CC2)nn1-c1ccccc1)N1CCN(c2ncc(C(F)(F)F)cc2Cl)CC1
→ -2 | 4
CN1CCN(c2ccc(S(=O)(=O)N3CCCCC3)cc2NC(=O)COc2ccc([N+](=O)[O-])cc2)CC1
→ 1 | 3
O=C1NCCOC(=O)[C@H](Cc2ccc(F)cc2)C/C=C\C[C@@H]1CC(=O)N(CCO)Cc1ccccc1
→ 5 | 3
